Source: PubChem
Htt clearance: mutant huntingtin protein clearance | actives 0.42% (n = 47,000) | HeLa Exon1htt(103Q)mCFP, aggregate imaging; zero = plate's median compound well | inhibition, % at 1.5 µM;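 active means inhibition of aggregate fluorescence above about 70%, also judged a hit by eye on the cell image, limit read from the data, passing the limit was not always enough; inconclusive means no rule stated for this call; inactive means not judged a hit on image review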;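 further: cells exposed to compound for three days before fixation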
Htt clearance grain fraction: second read-out of Htt clearance, no call of its own (marks repeat the call); fraction fluorescence in grains; measured here: aggregate grain fluorescence fraction; active compounds read low;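 scaled fraction of total cell fluorescence in grains with unit not stated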
* hit, by the source's call; ? = inconclusive; . = not tested or not shown. An excerpt, so the mix of outcomes need not match the whole.

item	Htt clearance grain fraction	Htt clearance	structure
1	41	-36	CCn1c(O)c(N=NC2=NC(=O)CS2)c2ccccc21
2	17	57	Nc1nc(SCC(=O)Nc2ccccc2-c2ccccc2)n[nH]1
3	8.9	51	O=C(NC1CCCCC1)C(c1cccs1)N(CC1CCCO1)C(=O)c1csnn1 (configuration not stated)
4	17	17	COc1ccc2nc(C)[nH]c(=O)c2c1
5	46	-32	c1ccc2c(c1)NC(c1ccncc1)n1c-2nc2ccccc21 (configuration not stated)
6	55	-41	CC(=O)c1cc2c(cc1NC(=O)CCn1cccc1)OCO2
7	13	36	CCCS(=O)(=O)N1CCN(C(=O)c2ccccc2F)CC1
8	27	-16	C=CCOC(=O)c1ccc(-n2cncn2)nc1
9	14	34	CCOc1ccccc1NC(=O)CCC(=O)Nc1ccc2nc(N3CCN(C)CC3)cc(C)c2c1
10	39	1	CC(=O)NCCOc1c(C)cc(S(N)(=O)=O)cc1C
11	81	-62	CCOc1ccc(N(CC(=O)OC)S(=O)(=O)c2c(C)noc2C)cc1
12	16	20	CC(=O)OC(C)(C)C#CCN1CCCC1
13	22	-4	O=c1[nH]c(CSc2ncc(-c3ccc(F)cc3)n2Cc2ccco2)nc2ccccc12
14	63	-36	CCCn1c(N)c(C(=O)CSc2nnc(Cc3ccccc3)o2)c(=O)n(C)c1=O
15	14	33	O=C(c1ccc(COc2c(F)c(F)c(F)c(F)c2F)o1)N1CCN(Cc2ccc3c(c2)OCO3)CC1
16	31	-62	CN(Cc1ccccc1)C(=O)c1cccc(NC(=O)c2ccco2)c1
17	107	-231	O=C(CSc1nnc2ccccn12)c1ccccc1
18	21	2	O=C(NCCOc1ccccc1)c1n[nH]c(=O)c2ccccc12
19	6.9	66	COc1ccc(Cn2nnnc2C(c2cc3cc(C)cc(C)c3[nH]c2=O)N2CCOCC2)cc1 (configuration not stated)
20	29	-39	CS(=O)(=O)N1CCC(C(=O)NCc2ccco2)CC1

A second format for some results above.
item | Molecule | Htt clearance grain fraction | Htt clearance
19 | COc1ccc(Cn2nnnc2C(c2cc3cc(C)cc(C)c3[nH]c2=O)N2CCOCC2)cc1 (configuration not stated) | 6.9 | 66
20 | CS(=O)(=O)N1CCC(C(=O)NCc2ccco2)CC1 | 29 | -39

Continued:
item	Htt clearance grain fraction	Htt clearance	structure
21	19	13	O=C(c1cc2ccccc2oc1=O)N(Cc1ccc2c(c1)OCO2)Cc1ccco1
22	24	-21	CCCCCCCCOC(=O)c1ccc(N)cc1
23	29	-48	CCOC(=O)c1c(N)sc2c1CCC1C(=O)N(C3CCCCC3)C(=O)C21 (configuration not stated)
24	43	-118	O=C(Nc1nccs1)C1C2/C=C\CCCCC21 (configuration not stated)
25	38	-102	COc1ccc(C(=O)Nn2c(C)nnc2-n2nc(C)cc2C)cc1OC
26	45	-18	CC1CCC/C(=N\NC(=O)COc2ccc(Cl)cc2Cl)C1 (configuration not stated)
27	27	-21	COc1ccc(Cl)cc1NS(=O)(=O)c1cc(Cl)ccc1OC
28	30	5	CC1(C)CC(=O)c2cnc(NCC3CCCO3)nc2C1 (configuration not stated)
29	36	-93	Cc1ccc(C)c(N(CC(N)=O)S(C)(=O)=O)c1
30	18	8	Cc1cccc(-c2onc3ccc(C4(C)OCCO4)cc23)c1
31	37	19	CCOC(=O)N1CCN(c2c(N3CC=C(c4ccccc4)CC3)c(=O)c2=O)CC1
32	19	4	Cc1nnsc1C(=O)Nc1ccc(Cl)cc1
33	35	-100	Cc1ccc2cc(CN(Cc3ccco3)C(=O)c3cccs3)c(=O)[nH]c2c1
34	26	-28	Cc1nc(N2CCOCC2)c(C#N)c(C)c1Br
35	21	40	Cc1ccc(C2=CSC3=NCCN23)c(C)c1
36	23	-12	CCC(OC(=O)c1nsc(Cl)c1Cl)C(=O)NCc1ccco1 (configuration not stated)
37	27	19	COc1ccc(-c2ccnc3nc(Sc4ncc(C(F)(F)F)cc4Cl)nn23)cc1
38	8.6	56	Cc1nn(Cc2ccc(C(=O)Nc3ccc(Br)c4cccnc34)o2)c(C)c1Br
39	39	-8	CC(OC(=O)c1nn(C)c(=O)c2ccccc12)C(=O)NCc1ccc2c(c1)OCO2 (configuration not stated)
40	36	11	O=C(NCc1ccco1)c1cc(-c2ccc(F)cc2)on1

Six records picked at random from the list so far:
item	Htt clearance grain fraction	Htt clearance	structure
40	36	11	O=C(NCc1ccco1)c1cc(-c2ccc(F)cc2)on1
27	27	-21	COc1ccc(Cl)cc1NS(=O)(=O)c1cc(Cl)ccc1OC
26	45	-18	CC1CCC/C(=N\NC(=O)COc2ccc(Cl)cc2Cl)C1 (configuration not stated)
21	19	13	O=C(c1cc2ccccc2oc1=O)N(Cc1ccc2c(c1)OCO2)Cc1ccco1
38	8.6	56	Cc1nn(Cc2ccc(C(=O)Nc3ccc(Br)c4cccnc34)o2)c(C)c1Br
30	18	8	Cc1cccc(-c2onc3ccc(C4(C)OCCO4)cc23)c1

(more compounds)
item	Htt clearance grain fraction	Htt clearance	structure
41	15	17	O=C(NC(C(=O)c1ccccc1)N1CCOCC1)c1cccs1 (configuration not stated)
42	20	-10	Cc1ccc2cc(C(c3nnnn3CC3CCCO3)N3CCCC4(CCCCC4)C3)c(=O)[nH]c2c1 (configuration not stated)
43	30	-43	COC(=O)c1ccc(Cn2c(CN3CCOCC3)nc3ccccc3c2=O)o1
44	27	20	Cc1cccc(-n2c(SCC(=O)N3CCCC3)nnc2-c2ccccn2)c1C
45	29	20	COc1cccc(CNC(=O)C2CCN(S(=O)(=O)N3CCCCC3)CC2)c1
46	151	-288	O=C(c1cccc(F)c1)N1CCN(c2cccc(Cl)c2)CC1
47	17	6	CN(C)S(=O)(=O)c1ccc(S(=O)(=O)N(Cc2ccco2)Cc2ccccc2Cl)cc1
48	36	1	CC(NC(=O)OC(C)(C)C)C(=O)Oc1ccc2ccc(=O)oc2c1 (configuration not stated)
49	25	-19	O=C1CC(c2ccco2)c2ccc3ccccc3c2N1 (configuration not stated)
50	21	-15	O=C(Nc1ccc(Cl)cc1C(=O)NCCN1CCOCC1)c1ccco1
51	29	-37	O=C(CCN1C(=O)COc2ccccc21)NCc1cccnc1
52	19	-1	CCn1c(C)c(CCC(=O)O)c(=O)n2nc(-c3ccccc3OC)cc12
53	20	5	CCc1ccc(NC(=O)c2sccc2-n2cccc2)cc1
54	22	-5	Cc1nc2cc(C(=O)O)ccc2n1-c1ccc(F)cc1F
55	33	-79	Nc1nnc(SCc2cccnc2)s1
56	30	16	CCNC(=O)NC(=O)COC(=O)CCCSc1nc2ccccc2[nH]1
57	54	-47	CCN(CC)CCNC(=O)CS(=O)Cc1nc(-c2ccc(Cl)cc2)oc1C (configuration not stated)
58	12	49	CC(C)(C)C(=O)c1cnc(Nc2ccccc2Cl)s1
59	17	12	COc1ccc(N2CCN(C(c3cc4cc(C)ccc4[nH]c3=O)c3nnnn3Cc3ccccc3)CC2)cc1 (configuration not stated)
60	20	41	O=C(O)c1ccc(OC(F)(F)C(F)C(F)(F)F)cc1 (configuration not stated)
61	23	-14	CCCC(=O)C1=C(O)C(C(=O)OC)C(C)(C)CC1=Nc1cccc2ccccc12 (configuration not stated)
62	60	-68	CCn1c(=O)c(-[n+]2ccccc2)c(O)c2ccccc21
63	51	-45	Cc1cccn2c(=O)c3cc(C(N)=S)c(=N)n(CCCOC(C)C)c3nc12
64	46	2	Cc1cc(C)cc(NC(=O)Cn2c(=O)oc3cc(S(=O)(=O)N4CC(C)CC(C)C4)ccc32)c1 (configuration not stated)
65	19	20	Cc1nnc(NC(=O)C2C3C=CC(O3)C2C(=O)O)s1 (configuration not stated)
66	28	-39	Cc1ccc(C2/C(=C(/O)c3ccccc3)C(=O)C(=O)N2CCN2CCOCC2)o1 (configuration not stated)
67	32	14	CCc1cc2c(=O)n(Cc3ccco3)c(SCC(=O)N3CCCc4ccccc43)nc2s1
68	21	-14	CCOc1cc(C(=O)N(C)c2ccccc2)cc(OCC)c1OCC
69	18	0	CCOC(=O)C1CCCN(C(=O)c2ccco2)C1 (configuration not stated)
70	14	21	O=c1[nH]c(-c2ccc(Cl)cc2)nc2c1cnn2-c1ccccc1
71	25	-39	COC(=O)C1=C(C)NC(=O)/C1=C\c1cccs1
72	.	?	COC(=O)c1sc2nc(-c3ccco3)ccc2c1N
73	25	17	O=C(Nc1ccc(Cl)cc1)C1C2CCC3C(CCC21)C3(Cl)Cl (configuration not stated)
74	28	29	Cc1c(-n2cc(C(=O)c3cc(Cl)ccc3O)cc(C#N)c2=O)c(=O)n(-c2ccccc2)n1C
75	35	2	COc1cc(OC)cc(-c2nnc(SCc3cccnc3)o2)c1
76	23	-6	Cc1ccc(NC(=S)NC(NC(=O)c2ccccc2C)C(Cl)(Cl)Cl)c(C)c1 (configuration not stated)
77	36	16	O=C(Nc1ccc2nc(C3CC3)n(Cc3ccc(F)cc3)c(=O)c2c1)c1ccco1
78	35	1	O=C(N[C@@H](Cc1ccccc1)C(=O)O)c1cccnc1
79	46	-16	CC1(C)Oc2ccc3ccc(=O)oc3c2/C(=C/NCCO)C1=O
80	28	-66	OC(COc1ccc2c(c1)CCC2)CN1CCN(c2ccccc2F)CC1 (configuration not stated)
81	19	42	CCCCOc1ccccc1C1NC(=O)NC(C)=C1C(=O)OCCOCC (configuration not stated)
82	20	6	O=C(CN1CCN(c2ccccn2)CC1)N1c2ccccc2CCc2ccccc21
83	11	41	Cc1cc2cc(CN(CC3CCCO3)C(=O)c3cnccn3)c(=O)[nH]c2cc1C (configuration not stated)
84	30	8	CN(C)CCCCCNCCCNC(=O)/C=N\O
85	23	-22	O=C(CSc1ncnc2c1nnn2-c1ccc(F)cc1)NCc1ccco1
86	20	2	CCOc1ccc(Br)cc1-c1noc(-c2cccs2)n1
87	24	22	CCCCCn1c(CCNC(=O)CCC)nc2ccccc21
88	41	16	Cc1ccc(NC(=O)CN(c2cc(C)cc(C)c2)S(=O)(=O)c2c(C)noc2C)nc1
89	16	52	O=C(Nc1ccc2c(c1)ncn2C1CCCCC1)c1ccco1
90	12	42	Cc1ccc(-c2noc(CN(C(=O)c3cccs3)C(C)C)n2)cc1
91	6.6	65	CC(=O)C1C(c2ccc3ncccc3c2)NC(=O)NC1(O)C(F)(F)F (configuration not stated)
92	23	29	CC(Sc1nc(-c2ccccc2)cc(C(F)(F)F)n1)C(=O)N1CCCC1 (configuration not stated)
93	33	34	O=C(NCCCN1CCOCC1)C1CCC(=O)N1CCc1ccccc1 (configuration not stated)
94	46	-3	COc1ccccc1C(=O)C1Nc2ccccc2-c2nnc(SC)nc2O1 (configuration not stated)
95	18	-1	O=C(COc1ccc(S(=O)(=O)Nc2ccccc2)cc1)N1CCOCC1
96	13	22	Cn1c(=O)c2c(nc(SCC(=O)N3CCCCCC3)n2C)n(C)c1=O
97	17	11	CC(Oc1ccc(Cl)cc1Cl)C(=O)Nc1ccc(N2CCN(C)CC2)cc1 (configuration not stated)
98	20	50	CCC(=O)c1ccc(CCCCCC(=O)O)s1
99	29	10	Brc1ccc(C2=CC(c3ccco3)n3ncnc3N2)cc1 (configuration not stated)
100	46	4	COc1ccc(C)cc1NC(=O)c1nnn(CCc2ccccc2)c1N

Arranged by molecular weight (smallest number first): part of the list above.
item	Htt clearance grain fraction	Htt clearance	structure
98	20	50	CCC(=O)c1ccc(CCCCCC(=O)O)s1
99	29	10	Brc1ccc(C2=CC(c3ccco3)n3ncnc3N2)cc1 (configuration not stated)
91	6.6	65	CC(=O)C1C(c2ccc3ncccc3c2)NC(=O)NC1(O)C(F)(F)F (configuration not stated)
92	23	29	CC(Sc1nc(-c2ccccc2)cc(C(F)(F)F)n1)C(=O)N1CCCC1 (configuration not stated)

New compounds follow.
item	Htt clearance grain fraction	Htt clearance	structure
101	56	-72	CCCC(=O)Nc1ccc2c(c1)nc1n2CCOC1
102	29	-46	O=S(=O)(c1cc(Cl)ccc1Cl)N1CCCC1
103	18	-5	Fc1ccc(C(c2nnnn2Cc2cccs2)N2CCN(c3ccccc3)CC2)cc1 (configuration not stated)
104	30	17	CCOC(=O)c1cnc2scnn2c1=O
105	33	-41	O=C(CNC(=O)c1cccs1)OCC(=O)c1cccs1
106	22	39	NS(=O)(=O)c1ccc(CCNc2ncnc3sccc23)cc1
107	18	19	Cc1ccc(C2CC(C(F)(F)F)n3nc(C(=O)NCc4c(C)nn(C)c4C)c(Cl)c3N2)cc1 (configuration not stated)
108	20	-1	CCCN1CCC(NC(=O)Nc2ccc(F)cc2F)CC1
109	16	64	Cc1ccc(NC(=O)CN(C)S(=O)(=O)c2cccc3cccnc23)cc1
110	38	-12	COc1ccc(-n2nc3c(c2NC(=O)C24CC5CC(CC(C5)C2)C4)CS(=O)C3)cc1 (configuration not stated)
111	23	-10	CCNC(=O)N1C(CC(=O)OCC)C(=O)NC2CCCCC21 (configuration not stated)
112	8.1	57	CCOc1cc(S(=O)(=O)n2c(C)nc3ccccc32)ccc1F
113	46	-34	COC(=O)c1[nH]c(C)c(/C(O)=C2\C(=O)C(=O)N(CCN3CCOCC3)C2c2ccccc2OC)c1C (configuration not stated)
114	30	19	COC(=O)c1cc(NC(=O)CN2CCC(C(N)=O)(N3CCCCC3)CC2)cc(C(=O)OC)c1
115	8.4	52	Cc1ccc(S(=O)(=O)N(C)Cc2cc3ccccc3[nH]c2=O)cc1
116	19	52	O=C(Oc1cccc(-n2cnnn2)c1)C1CCCCC1
117	55	-44	O=C(CSc1nc2ccccc2o1)Nc1nc2ccccc2s1
118	15	26	COc1ccc(NC(=O)CSc2nc(C)cs2)cc1OC

Laid out differently: two of the compounds above
# | compound | Htt clearance grain fraction | Htt clearance
109 | Cc1ccc(NC(=O)CN(C)S(=O)(=O)c2cccc3cccnc23)cc1 | 16 | 64
110 | COc1ccc(-n2nc3c(c2NC(=O)C24CC5CC(CC(C5)C2)C4)CS(=O)C3)cc1 (configuration not stated) | 38 | -12
